# Compound activity from PubChem.
# DNMT1 inh = inhibitors of human DNMT1 | P26358 | DNMT1 molecular beacon, Hinp1I cleavage, fluorescence | inhibition (reported as % activation of signal), % at 10 µM | 360,000 compounds, 0.83% hits; in the data active = inhibition above about 50%
# LMPTP inh = LMPTP (human) inhibition. P24666. recombinant LMPTP-A, OMFP fluorogenic substrate, fluorescence intensity. inhibition, % at 20 µM. 360,000 compounds, 0.22% hits. AID 651560;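 active = compounds that cut the enzyme signal by at least half of the control window in the single-dose screen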;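 also: plate controls were DMSO wells with enzyme plus substrate for no effect and substrate without enzyme for full effect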
#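 Assay system: LMPTP-A enzyme. Input: 0.625 nM LMPTP-A final. Probe or stimulus: 400 µM OMFP. Compound dosing: single 20 µM dose. Schedule: 50 min dark incubation at room temperature. Detection: fluorescence intensity of OMFP turnover product. Read-out: percent inhibition versus substrate-only and uninhibited controls. Benchmarks: no-enzyme low control, uninhibited high control.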
# CendR NRP1 mod = modulators of CendR peptide binding to human neuropilin-1; O14786; FAM-RPARPAR peptide binding to NRP-1, fluorescence polarization; inhibition, % at 25 µM; 360,000 compounds, 0.85% hits;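 active = inhibition or corrected inhibition above about 18%, plus a signal ratio from 0.5 to 1.5, limit read from the data, passing the limit was not always enough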; also: strong numbers were not always called active
# Target sequence (O14786 whole entry, looked up): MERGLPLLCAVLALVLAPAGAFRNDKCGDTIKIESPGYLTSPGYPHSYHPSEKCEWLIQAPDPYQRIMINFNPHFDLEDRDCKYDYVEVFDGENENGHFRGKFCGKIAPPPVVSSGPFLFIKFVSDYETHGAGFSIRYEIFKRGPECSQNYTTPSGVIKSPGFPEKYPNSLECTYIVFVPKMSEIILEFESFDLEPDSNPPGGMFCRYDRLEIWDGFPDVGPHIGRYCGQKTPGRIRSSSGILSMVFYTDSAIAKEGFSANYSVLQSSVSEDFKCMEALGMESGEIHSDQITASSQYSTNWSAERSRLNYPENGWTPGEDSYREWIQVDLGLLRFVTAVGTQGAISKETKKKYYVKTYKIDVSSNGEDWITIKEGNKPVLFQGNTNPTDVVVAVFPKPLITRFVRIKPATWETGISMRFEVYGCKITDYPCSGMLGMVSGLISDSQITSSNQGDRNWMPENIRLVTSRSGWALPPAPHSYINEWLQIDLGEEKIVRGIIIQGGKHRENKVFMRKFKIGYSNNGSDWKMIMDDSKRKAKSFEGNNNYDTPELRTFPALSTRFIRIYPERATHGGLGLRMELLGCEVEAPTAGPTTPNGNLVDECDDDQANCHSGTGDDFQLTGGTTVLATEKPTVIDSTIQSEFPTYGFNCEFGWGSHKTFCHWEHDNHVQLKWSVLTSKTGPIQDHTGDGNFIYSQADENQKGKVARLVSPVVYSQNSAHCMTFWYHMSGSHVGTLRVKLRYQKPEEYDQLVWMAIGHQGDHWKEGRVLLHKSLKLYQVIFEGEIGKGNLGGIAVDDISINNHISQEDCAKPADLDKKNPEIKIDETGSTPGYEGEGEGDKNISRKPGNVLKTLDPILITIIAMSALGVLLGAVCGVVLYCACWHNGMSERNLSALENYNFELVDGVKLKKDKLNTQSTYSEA
# Tb MetRS inh = blocks T. brucei methionyl-tRNA synthetase activity; purified T. brucei MetRS, ATP depletion, Kinase-Glo luminescence; inhibition, % at 11.9 µM; 360,000 compounds, 0.4% hits;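 active = inhibition above a per-plate cutoff of the control wells' mean inhibition plus 3 SD, cut at about 5.5% in these data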;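 also: 0% = DMSO wells median and 100% = median of wells with control inhibitor compound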
#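 assay system = parasite MetRS enzyme | timing = 15 min preincubation, 2 h reaction, all 25 °C | evaluation = percent inhibition relative to median high and low control wells | medium = HEPES buffer containing pyrophosphatase, BSA, spermine, DTT | compound = single dose, 11.9 µM final nominal, 0.9% final DMSO | detection = Kinase-Glo luminescence, ATP depletion format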
# NadD inh = inhibitors of Staphylococcus aureus NadD; purified NadD enzyme, colorimetric absorbance read-out; AID 602399; 360,000 compounds, 0.78% hits; inhibition, % at 20 µM; in the data active = inhibition above about 26%; also: some compounds past the cut are filed as inactive
# Neddyl block = cullin neddylation inhibition; calls only at 25 µM; 360,000 compounds, 0.58% hits; TR-FRET cullin neddylation, biochemical; in the data active = inhibition above about 36%
# STEP block = STEP (human) phosphatase inhibition; P54829; recombinant STEP, OMFP fluorogenic substrate, fluorescence; inhibition, % at 20 µM; 360,000 compounds, 0.25% hits; AID 588621;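 active = inhibition at 20 µM, scaled per plate between control wells, above about 37%, limit read from the data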;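 also: 0% = DMSO with enzyme and substrate and 100% = substrate only without enzyme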
#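 Material: STEP (striatal-enriched tyrosine phosphatase) enzyme, cell-free | Medium: 50 mM Bis-Tris pH 6.0 with 2.5 mM DTT and 0.005% Tween 20 | Read-out: Percent inhibition scaled to no-enzyme and uninhibited-enzyme controls, plate-pattern corrected | Signal: Fluorescence read at 480 nm ex / 540 nm em | Times: 20 min reaction, room temperature, in the dark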
# SKN-1 block = inhibitors of C. elegans SKN-1 | C. elegans VP596 Pgst-4::GFP/RFP ratio, acrylamide-induced, 24 h | inhibition, % at 21.8 µM | 360,000 compounds, 0.49% hits;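 active = interference check ratio from 0.5 to 1.5 plus GFP to RFP signal ratio inhibition reaching or exceeding a fixed threshold, cut at about 30% in these data, passing the limit was not always enough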; also: some compounds called inactive have numbers as strong as hits
# SUMO1-SIM PPI = alters human SUMO1 binding to SIM partners | inhibition, % at 20 µM | SUMO1 binding to a labelled peptide, TR-FRET, 1 h | P63165 | 360,000 compounds, 0.33% hits; in the data active = inhibition above about 37%
# Target sequence (P63165 whole entry, looked up): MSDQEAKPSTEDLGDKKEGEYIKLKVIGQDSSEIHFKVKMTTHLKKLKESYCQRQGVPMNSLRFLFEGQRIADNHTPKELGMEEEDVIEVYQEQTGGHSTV
# Scp-1 inhibitor = blocks human Scp-1 phosphatase activity | Q9GZU7 | Recombinant Scp1, phosphopeptide, malachite green phosphate absorbance | inhibition, % at 20 µM | 340,000 compounds, 0.88% hits | AID 493091;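 active = inhibition above about 50% at 20 µM, limit read from the data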;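 also: plate controls were DMSO wells with enzyme for no effect and wells lacking enzyme for full effect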
#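 Material: truncated SCP-1 phosphatase (76-261aa) / Buffer or medium: 50 mM Tris acetate pH 5.5, 0.005% Tween-20, 10 mM MgCl2 / Compound dosing: one concentration, 20 µM, with 1.0% DMSO / Incubation: 45 min room-temperature reaction, 5 min colour, 30 min stabiliser / Detection: colorimetric free-phosphate detection, absorbance 630 nm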
# * = called active by the depositor; i = inactive; . = not tested or not shown.
SMILES,DNMT1 inh,LMPTP inh,CendR NRP1 mod,Tb MetRS inh,NadD inh,Neddyl block,STEP block,SKN-1 block,SUMO1-SIM PPI,Scp-1 inhibitor
CCOc1ccc(C(=O)SC2=NCCS2)cc1,3,-1.3,-1,-0.4,-8,i,7,0,1,-9
O=C(CCCn1c(=O)[nH]c2cc(Cl)ccc2c1=O)NCCC1=CCCCC1,5,-0.2,10,-0.7,-7,i,-1,-22,5,-2
COC[C@H](NS(=O)(=O)c1ccc(Br)cc1F)[C@@H](O)c1ccccc1,-2,-0.2,1,-0.7,3,i,-1,4,-3,.
OC(c1ccc2c(c1)OCO2)c1ncc(-c2ccc(Cl)cc2)[nH]1 (stereo not drawn),-5,3.3,-12,0.2,-5,i,0,15,1,.
CC(C)N1CC2(CC(c3ccccc3F)=NO2)CN1C(=O)c1ccco1 (stereo not drawn),3,-1.4,-22,-1.1,4,i,0,-5,4,.
O=C(COc1cccnc1[N+](=O)[O-])Nc1cc(Cl)ccc1Cl,-2,-2.7,12,-0.4,-1,i,1,20,-6,-4
Cc1ccc(S(=O)(=O)N2CCCCC2)cc1NC(=O)c1cc2ccccc2o1,-8,1.7,10,-0.5,1,i,0,1,1,-10
Cc1cc(=O)oc2cc(OCC(=O)NC3CCCC3)ccc12,0,-1.2,0,-0.6,1,i,-2,10,5,-1
COc1ccc(OC)c(-c2c(=O)n(OCc3ccccc3Br)c3ccccc3[n+]2[O-])c1,2,0.0,3,-1.4,3,i,0,-7,-16,0
CCOc1ccc(NC(=O)Cc2ccc(NC3=NC4CS(=O)(=O)CC4S3)cc2)cc1 (stereo not drawn),-1,-2.2,-4,-0.5,2,i,-1,-17,-3,-12
COc1ccc(CCNC(=O)C2CC(=O)N(c3ccc(Br)cc3)C2)cc1OC (stereo not drawn),-3,-0.6,-6,0.2,0,i,0,6,-2,3
CC(O)(c1ccccc1)c1nc(-c2cccc(C(F)(F)F)c2)cs1 (stereo not drawn),6,2.8,5,-0.5,-7,i,-3,1,3,.
COc1nc(OC)nc(N2CCC(NC(=O)C(Cc3cccc(OC)c3OC)NC(C)=O)CC2)n1 (stereo not drawn),3,-0.6,0,0.5,-3,i,-2,-11,-4,-7
O=C1Cc2ccccc2Sc2ccccc21,-7,0.8,-14,-1.7,-8,i,-2,32,-1,-16
O=C(NCCNC(=O)c1ccc(Cl)cc1Cl)c1ccc(Cl)cc1Cl,-1,-1.2,19,1.3,1,i,0,0,2,.
c1ccc(-c2noc(-c3ccccc3-c3ccccc3)n2)cc1,-5,3.7,4,-0.4,2,i,-10,5,0,-16
CCn1c(NC2CCCCC2)nc2ccccc21,2,8.2,-10,-0.1,1,i,2,-15,0,1
CC(C)c1nc2oc3c(N4CCN(C)CC4)ncnc3c2c2c1CCC2,1,0.5,-5,-0.1,-4,i,-2,7,6,0
COc1ccccc1N1CCN(C(=O)c2ccc(-c3ccc(Cl)cc3)o2)CC1,0,6.1,-1,0.4,-3,i,5,7,-7,-2
CN(c1ccccc1)S(=O)(=O)c1ccc(NC(=O)COc2ccccc2)cc1,-4,0.9,-5,-1.5,-8,i,1,2,5,-6
COc1cccc(-n2nnc3c(=O)n(Cc4cccc(F)c4)cnc32)c1,6,1.2,16,0.2,-7,i,0,0,1,-10
C[C@@H](C(=O)Nc1nc2ccccc2s1)N1C(=O)C2CC=CCC2C1=O (stereo partly drawn),0,-0.1,-2,0.2,0,i,-2,3,0,-9
COc1cc(OC)nc(Nc2nc(C(C)N)cs2)n1 (stereo not drawn),4,0.1,10,-0.4,-4,i,-1,1,6,.
COc1cc(C(F)(F)F)nc(-c2ccccn2)n1,-1,-1.1,-6,-0.2,-2,i,-1,3,-1,-4
Nn1c(Cc2cccc3ccccc23)nnc1SC1CCOC1=O (stereo not drawn),3,-1.5,17,0.7,1,i,2,-1,-2,6
O=C(NCCc1ccc(F)cc1)c1cc(=O)c2ccccc2o1,-1,-0.3,-8,-0.8,1,i,3,1,-15,-2
COC(=O)c1sc(S(=O)(=O)N2CCC(C(=O)O)CC2)c(C(=O)OC)c1C,1,-1.1,3,-1.5,5,i,-1,-17,1,3
CC(C)Nc1nc(Cl)nc(NC2CCCCC2)n1,-1,0.8,1,-0.4,4,i,-1,17,5,-5
CC1(C)CC(C(=O)NCCC(c2ccccc2)c2ccco2)CCO1 (stereo not drawn),-3,0.7,-5,-0.5,-6,i,0,4,0,-6
CNc1cnn(-c2ccc(C)cc2)c(=O)c1Sc1ccc(C)cc1,0,-1.3,-10,-0.8,-7,i,-2,14,-7,1
COC(=O)c1[nH]c2ccc(C)cc2c1NC(=O)CN1CCN(C(=O)c2ccccc2)CC1,2,0.9,12,-0.6,1,.,-8,-3,-11,0
C/C(=N\NC(=O)c1cc(C)nc2ccccc12)c1ccncc1,0,-1.9,2,-0.2,-1,i,-1,-10,-5,7
COc1ccc(CNC(=O)CN2C(=O)C(C)N(c3ccc(C)cc3)C2=O)cc1 (stereo not drawn),2,-0.9,-7,-0.9,-30,i,-3,-3,0,-2
O=C(CN(Cc1ccccc1)S(=O)(=O)c1ccc(F)cc1)NCc1ccncc1,-3,-1.8,-2,-0.2,0,i,-2,-10,3,-3
COc1ccc(N(C)S(=O)(=O)c2cccc(C(=O)NCC(c3cccs3)N(C)C)c2)cc1 (stereo not drawn),-1,-7.0,-3,-0.2,-4,i,-3,15,-14,-6
C=C(C)CN1CCN(S(=O)(=O)c2ccc(C)c(N(C)S(=O)(=O)c3ccc(C)cc3)c2C)CC1,0,3.3,-6,-0.4,5,i,0,11,0,-2
Cc1ccc(N2C(=O)C3C(c4ccccc4)(C2=O)C3(c2ccccc2)c2ccccc2)cc1 (stereo not drawn),-1,1.8,11,-0.6,18,i,4,17,1,-14
Cn1nc(C(C)(C)C)cc1C(=O)N1CCC(C)(C(=O)NS(=O)(=O)C2CC2)C1 (stereo not drawn),4,-2.2,23,-0.1,-5,i,2,12,0,.
CC1=C(C(=O)N(C)C)CC(CC(=O)NCCCN(C)C)C(=O)N1Cc1ccc(C(C)(C)C)cc1 (stereo not drawn),4,-5.9,14,0.3,-4,i,2,4,-3,.
CC1Cc2ccccc2N1C(=O)COC(=O)c1c2c(nc3ccccc13)CCCCC2 (stereo not drawn),-3,6.9,-3,-0.4,11,i,-1,8,-2,11

# Twelve of the compounds above, with tabs:
smiles	DNMT1 inh	LMPTP inh	CendR NRP1 mod	Tb MetRS inh	NadD inh	Neddyl block	STEP block	SKN-1 block	SUMO1-SIM PPI	Scp-1 inhibitor
Nn1c(Cc2cccc3ccccc23)nnc1SC1CCOC1=O (stereo not drawn)	3	-1.5	17	0.7	1	i	2	-1	-2	6
O=C(NCCc1ccc(F)cc1)c1cc(=O)c2ccccc2o1	-1	-0.3	-8	-0.8	1	i	3	1	-15	-2
COC(=O)c1sc(S(=O)(=O)N2CCC(C(=O)O)CC2)c(C(=O)OC)c1C	1	-1.1	3	-1.5	5	i	-1	-17	1	3
CC(C)Nc1nc(Cl)nc(NC2CCCCC2)n1	-1	0.8	1	-0.4	4	i	-1	17	5	-5
CC1(C)CC(C(=O)NCCC(c2ccccc2)c2ccco2)CCO1 (stereo not drawn)	-3	0.7	-5	-0.5	-6	i	0	4	0	-6
CNc1cnn(-c2ccc(C)cc2)c(=O)c1Sc1ccc(C)cc1	0	-1.3	-10	-0.8	-7	i	-2	14	-7	1
COC(=O)c1[nH]c2ccc(C)cc2c1NC(=O)CN1CCN(C(=O)c2ccccc2)CC1	2	0.9	12	-0.6	1	.	-8	-3	-11	0
C/C(=N\NC(=O)c1cc(C)nc2ccccc12)c1ccncc1	0	-1.9	2	-0.2	-1	i	-1	-10	-5	7
COc1ccc(CNC(=O)CN2C(=O)C(C)N(c3ccc(C)cc3)C2=O)cc1 (stereo not drawn)	2	-0.9	-7	-0.9	-30	i	-3	-3	0	-2
O=C(CN(Cc1ccccc1)S(=O)(=O)c1ccc(F)cc1)NCc1ccncc1	-3	-1.8	-2	-0.2	0	i	-2	-10	3	-3
COc1ccc(N(C)S(=O)(=O)c2cccc(C(=O)NCC(c3cccs3)N(C)C)c2)cc1 (stereo not drawn)	-1	-7.0	-3	-0.2	-4	i	-3	15	-14	-6
C=C(C)CN1CCN(S(=O)(=O)c2ccc(C)c(N(C)S(=O)(=O)c3ccc(C)cc3)c2C)CC1	0	3.3	-6	-0.4	5	i	0	11	0	-2

# (continued)
SMILES,DNMT1 inh,LMPTP inh,CendR NRP1 mod,Tb MetRS inh,NadD inh,Neddyl block,STEP block,SKN-1 block,SUMO1-SIM PPI,Scp-1 inhibitor
O=C(OCC#CCSc1nnc(-c2ccccc2)o1)c1ccco1,14,0.7,4,-0.1,-5,i,2,1,-2,-7
COc1ccc(Cl)cc1NC(=O)NCc1cccnc1,0,0.7,6,-0.7,-4,i,0,5,-2,-2
Cn1c(N)c(C(=O)COC(=O)C2CC(O)CN2S(=O)(=O)c2ccc(Cl)cc2)c(=O)n(C)c1=O (stereo not drawn),4,4.5,0,0.0,-2,i,0,-17,5,6
CC1CCN(S(=O)(=O)c2cn(CC(=O)Nc3ccc(OC(F)(F)F)cc3)cn2)CC1,23,3.8,8,-0.9,1,i,3,1,5,4
CCC1C(=O)C[C@H]2CCN3C(=O)CCCC1C23 (stereo partly drawn),6,-1.6,13,-0.7,1,i,3,6,4,7
O=C(NCc1nc2ccccc2[nH]1)c1ccco1,4,-2.5,10,0.5,0,i,1,-3,1,-2
CCOC(=O)C1CCCN(S(=O)(=O)c2ccc3c4c(cccc24)C(=O)N3CC)C1 (stereo not drawn),-2,-0.8,4,-0.3,1,.,0,-3,-20,-6
O=[n+]1c2c(n([O-])c3c1CCCC3)CCCCC2,1,-1.6,-3,-1.4,-7,i,4,0,-4,-7
CN(C(=O)/C=C/c1ccc([N+](=O)[O-])s1)c1ccccc1,7,-1.3,-10,-0.7,1,i,1,-3,-13,-3
Cc1ccc(N2CC(C(=O)Nc3ccc(S(=O)(=O)N4CCCC4)cc3)CC2=O)cc1C (stereo not drawn),1,0.7,6,-0.6,-4,i,-2,-14,8,-4
Cc1nn(-c2ccccc2)c(C)c1/C=N\NS(=O)(=O)c1ccc(Cl)cc1,-3,1.1,4,-1.6,-6,i,-1,-9,-2,3
CCN(CC(=O)Nc1ccc(NC(C)=O)cc1)C(=O)/C=C/c1ccco1,9,1.3,-14,-0.1,-2,i,3,11,-5,11
